aSyn yeast inh: rescues yeast growth from alpha-synuclein toxicity | Yeast expressing alpha-synuclein, growth rescue, BacTiter-Glo, 24 h | Potency, µM (highest dose often 46.1 µM), without a hit: top-dose growth rescue (activation), hits mostly activators | 370,000 compounds, 0.14% hits | AID 652106; further: potency means the concentration at half of the fitted maximal effect; % of control where 0% means no effect; nearly all actives have a fitted effect of over 65% in size
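Galactose-induced alpha-syn yeast (OD600=0.02, raffinose-pregrown) + pinned cpd, 24 hr, 30 deg C; growth by BacTiter-Glo luminescence. Growth restoration scores as activation.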
Akt phos inh: Akt phosphorylation inhibition. 360,000 compounds, 0.32% hits. activity change, % for hits at 50 µM. AID 651550. Neuro2A IGF-stimulated pAkt S473 HTRF, 20 min; active compounds read low; in the data active means activity change below about -80%; inconclusive means mostly about -51% to -80%; further: on the % scale 0 is the no-effect control and ±100 the full control effect
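Single-point screen (50 µM final compound) in Neuro2A cells stimulated 20 min with 6 nM IGF at 37 deg C. After lysis, Ser473-phosphorylated Akt read by HTRF (ex 330 nm, em 615/665 nm) as the 665/615 ratio.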
PTHR1 ag: PTHR1 (human) receptor agonism. HEK293 GP2 PTHR1 cells, GloSensor cAMP luminescence, 1 h. Potency, µM (titrated, usually from 115 µM), for inactives: at the highest dose activation, actives largely listed as activators. AID 743266. 410,000 compounds, 0.075% hits. Q03431; further: potency means the concentration at half of the fitted maximal effect; nearly all actives have a fitted effect of over 55% in size; some results filed as inactive show a strong effect at the top dose; inactives centre near -15; many of its hits are not listed in these tables
Target sequence (Q03431 whole entry, looked up): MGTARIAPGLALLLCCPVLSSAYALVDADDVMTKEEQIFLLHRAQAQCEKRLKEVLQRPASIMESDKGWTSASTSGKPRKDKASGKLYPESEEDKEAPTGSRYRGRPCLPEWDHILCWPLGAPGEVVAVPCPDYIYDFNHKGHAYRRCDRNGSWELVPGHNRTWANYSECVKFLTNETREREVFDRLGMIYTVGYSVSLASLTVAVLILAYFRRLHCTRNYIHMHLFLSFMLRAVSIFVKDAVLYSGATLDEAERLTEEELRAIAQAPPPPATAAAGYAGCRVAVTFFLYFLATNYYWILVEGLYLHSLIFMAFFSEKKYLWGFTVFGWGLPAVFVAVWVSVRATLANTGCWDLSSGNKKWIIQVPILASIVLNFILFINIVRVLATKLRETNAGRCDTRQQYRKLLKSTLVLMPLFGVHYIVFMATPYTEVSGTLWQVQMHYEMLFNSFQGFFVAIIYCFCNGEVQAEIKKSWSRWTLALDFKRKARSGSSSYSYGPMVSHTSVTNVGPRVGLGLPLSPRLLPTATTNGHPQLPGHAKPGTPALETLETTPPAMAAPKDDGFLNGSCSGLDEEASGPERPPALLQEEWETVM
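HEK-293-derived GP2 cells expressing PTHR1 and a GloSensor cAMP reporter, 3,000/well, plated overnight, given luciferin plus IBMX (each 0.5 mM as added) for 1 h at 37 °C, then compound for 1 h at 37 °C. Luminescence was read after 15 min at room temperature.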
D3 antag: antagonists of human D3 dopamine receptor; P35462; D3R cells, DiscoveRx beta-arrestin luminescence, antagonist mode; active compounds read low; max response, negative = inhibition, %; 360,000 compounds, 2.5% hits; in the data active means max response below about -50%; inconclusive means no clear call, values can overlap the other calls; further: on the % scale 0 is the no-effect control and ±100 the full control effect; mostly tested at two doses, the higher about 12 µM
Target sequence (P35462 whole entry, looked up): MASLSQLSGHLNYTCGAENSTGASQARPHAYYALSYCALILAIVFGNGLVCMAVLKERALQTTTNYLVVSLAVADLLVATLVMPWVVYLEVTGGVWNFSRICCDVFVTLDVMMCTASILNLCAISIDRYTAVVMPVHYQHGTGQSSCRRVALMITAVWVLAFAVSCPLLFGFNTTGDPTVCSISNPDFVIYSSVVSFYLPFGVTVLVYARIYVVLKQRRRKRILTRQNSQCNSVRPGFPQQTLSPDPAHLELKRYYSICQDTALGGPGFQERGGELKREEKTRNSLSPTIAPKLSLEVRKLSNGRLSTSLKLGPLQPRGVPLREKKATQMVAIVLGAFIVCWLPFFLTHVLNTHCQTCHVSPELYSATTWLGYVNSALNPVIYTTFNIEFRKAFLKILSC
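Cells expressing the human receptor were seeded at 1500 cells/well, incubated overnight at 37 degrees C in 5% CO2, then exposed to library compounds with dopamine controls for 90 minutes at 37 degrees C before luminescent detection.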
FUS suppressor: rescues growth of FUS-expressing yeast | 390,000 compounds, 0.24% hits | S. cerevisiae FUS-expressing, growth rescue, OD600, 24 h | Potency, µM (titrated, usually from 76.6 µM), for the others: top-dose growth rescue (activation), usual class: activators;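 further: potency means the concentration at half of the fitted maximal effect; plate controls were DMSO vehicle for no effect and reference control for full effect; nearly all actives have a fitted effect of over 55% in size; some results filed as inactive show a strong effect at the top dose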
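Galactose (2%) drives FUS expression in yeast precultured in raffinose; seeding density OD 0.005. Test compounds incubated 24hr at 30C and 99% humidity before absorbance at 600 nm was measured.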
Abeta rescue: compounds reversing amyloid beta toxicity in yeast; 410,000 compounds, 0.063% hits; Potency, µM (highest dose often 46.1 µM), for the others: at the top dose growth rescue, most hits filed as activators; yeast expressing A-beta42, growth rescue, OD600, 48 h; response scale: 0% DMSO, 100% iron-clioquinol control; AID 1347071; further: potency means the concentration at half of the fitted maximal effect; nearly all actives have a fitted effect of over 55% in size
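Yeast A-beta toxicity model in growth medium with pinned compounds, 48 h at 30 C; growth read as absorbance at 600 nm. Normalized to FeCl3/clioquinol equimolar mix (positive) and DMSO (negative).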
TDP-43 yeast inh: inhibitors of TDP-43 toxicity in yeast. TDP-43 expressing yeast growth rescue, BacTiter-Glo, 24 h. Potency, µM (doses to about 46.1 µM), inactives show at the highest dose growth rescue (activation), most hits filed as activators. 410,000 compounds, 1.8% hits; further: potency means the concentration at half of the fitted maximal effect; % of control where 0% means no effect; nearly all actives have a fitted effect of over 50% in size
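In this qHTS, compounds that restore growth of yeast expressing TDP-43 appear as activators. Cells (OD600=0.02, galactose medium, raffinose-pregrown) are incubated with compound 24 hr at 30 deg C and growth is quantified by BacTiter-Glo.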
GLP1R ag: GLP-1 receptor (human) agonism; Potency, µM (doses to about 45.6 µM), without a hit: at the top dose activation, most hits filed as activators; 380,000 compounds, 0.007% hits; P43220; HEK293 GLP-1R CRE-luciferase, luminescence, 4-6 h; cells express a hypersensitive GLP-1R form; AID 624172; further: potency means the concentration at half of the fitted maximal effect; % of control where 0% means no effect
GLP1R inv ag: inverse agonists of human GLP-1 receptor | HEK293 GLP-1R CRE-luciferase, luminescence, 24 h; GLP-1R form is constitutively active | Potency, µM (top dose mostly 38.3 µM), for the others: at the top dose activity change, negative = inhibition, usual class: inhibitors | P43220 | 410,000 compounds, 1.6% hits; further: potency means the concentration at half of the fitted maximal effect; on the % scale 0 is the no-effect control and ±100 the full control effect; nearly all actives have a fitted effect of over 55% in size
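Assay principle: reduced luminescence from a cAMP-responsive reporter in HEK293 cells co-expressing a constitutively active GLP-1R. Conditions: 24 hr compound incubation, 37 deg C, 5% CO2.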
* = called active by the depositor; i = inactive; ? = inconclusive; . = not tested or not shown; [ ] = remark or other dose. Unless noted, the call rests on the fitted dose curve; in most records, active means well fitted curve in the direction sought with a large enough effect; inconclusive means small, poorly fitted or top-dose-only effect, or another doubt; inactive means no such curve, though single readings can be large; an effect the other way counts as inactive or inconclusive. A portion of the library; count on the stated rates, not on these rows.

SMILES	aSyn yeast inh	Akt phos inh	PTHR1 ag	D3 antag	FUS suppressor	Abeta rescue	TDP-43 yeast inh	GLP1R ag	GLP1R inv ag
O=C1CCCC(=O)C1C(=O)C1CCN(S(=O)(=O)c2ccccc2)CC1	-1%	i	-29%	15	10%	-37%[inhibitor]	-32%[inhibitor]	3%	10%
N#C/C(=N\Nc1ccc(S(=O)(=O)N2CCCCC2)cc1)C(N)=S	-14%	i	-19%	15	21%	-11%	-3%	0%	?
O=C(COc1ccc(S(=O)(=O)Nc2cccc(C(F)(F)F)c2)cc1)N1CCOCC1	1%	i	-21%	-2	10%	4%	-1%	3%	-20%
O=C(O)CCS(=O)(=O)c1cccc2cccnc12	-17%	.	?	19	14%	4%	0%	9%	0%
C[C@H]1CN([C@@H](C)CO)S(=O)(=O)c2ccc(Br)cc2O[C@@H]1CN(C)S(=O)(=O)c1ccccc1F	-1%	i	-5%	-2	-13%	-20%	-6%	-3%	18%
CCc1ccc(NC(=O)NNC(=O)c2cc3ccccc3cc2O)cc1	2%	i	0%	3	11%	0%	20%	-4%	5%
O=C(NN1C(=O)c2ccccc2NC1c1ccc([N+](=O)[O-])o1)c1ccc(Br)cc1 (configuration not stated)	6%	i	-1%	-23	-16%	8%	19%	10%	31%[activator]
COc1ccc(CNC(=O)CC2C[C@H](C(=O)N(C(C)C)C(C)C)[C@@]3(C)c4[nH]c5ccccc5c4CCN3C2=O)cc1OC (some centres not stated)	-1%	i	-8%	-27	32%	-13%	15%	-6%	-3%
CCc1c(C)nc(SCCOc2ccc(OC(C)C)cc2)[nH]c1=O	-2%	i	-28%	-12	10%	13%	23%	0%	11%
O=C1CNC(=O)/C(=C\c2ccc(F)cc2)N1	-1%	i	-12%	11	-12%	-19%	-6%	5%	15%
O=C1CC(N2CCCCCC2)C(=O)N1c1ccc2c(c1)OCO2 (configuration not stated)	?	i	-4%[57.5 µM]	6	1%	-93%[inhibitor]	?	0%	-1%
Cc1ccccc1NC(=O)c1c(C)oc2ccc(O)c(CN3CCN(C)CC3)c12	.	.	i	.	-8%	-10%	7%	.	-3%
CCN(CC)S(=O)(=O)c1ccc(C)c(NC(=O)CSc2nc3ccc(C)cc3[nH]2)c1	1%	i	-43%[inhibitor]	7	.	14%	1%	22%	?
C[C@]12C=CC(=O)C=C1CC[C@@H]1[C@@H]2C(=O)C[C@@]2(C)[C@H]1CC[C@]2(O)C(=O)COC(=O)CCC(=O)O	-4%	i	-1%	-6	18%	-11%	-19%	4%	14%
COc1ccc(CCNS(=O)(=O)c2c(C)nc3scc(C)n3c2=O)cc1OC	0%	i	i	7	-9%	8%	-4%	13%	14%
COc1ccc(-c2cc(C(=O)OCC(=O)c3c(N)n(C)c(=O)n(C)c3=O)c3ccccc3n2)cc1	-1%	i	-1%	2	-34%	-24%	-5%	0%	24%
O=C(NC(=S)Nc1ccc(F)c(Cl)c1)C1CC1	-13%	i	-27%	-8	-13%	?	3.2µM*	17%	?
O=C(NCc1ccc(Cl)cc1)c1cc2c(nc3sccn32)s1	3%	i	-9%[57.5 µM]	?	?	-6%	-4%	-2%	-3%
Cc1ccc(S(=O)(=O)N2CCCCC2)cc1NC(=O)C1CC(=O)N(c2ccc3c(c2)OCCO3)C1 (configuration not stated)	-6%	i	-43%[inhibitor]	11	?	11%	-24%	4%	8%
CCCCN(Cc1cccs1)S(=O)(=O)c1cc(-c2cc(C)no2)ccc1C	.	.	i	.	29%	0%	5%	.	?
O=C(O)C1CC=CCC1C(=O)Nc1cccc(C(=O)N2CCCCC2)c1 (configuration not stated)	4%	i	-10%[57.5 µM]	4	-3%	14%	1%	-1%	0%
CCCC(=O)Nc1ccc(-c2cn3cccnc3n2)cc1	9%	i	7%	1	22%	2%	3%	8%	4%
Cc1cc(C)c(S(=O)(=O)N(C2=NCCS2)S(=O)(=O)c2c(C)cc(C)cc2C)c(C)c1	1%	i	i	16	-9%	8%	8%	-5%	-3%
CCC(=O)N1CCc2cc(S(=O)(=O)Nc3ccc4c(c3)OCCO4)ccc21	-4%	i	-2%[57.5 µM]	22	6%	-4%	11%	0%	49%[activator]
CCC(C)NS(=O)(=O)c1ccc(S(=O)(=O)N2CC=C(c3ccc(F)cc3)CC2)cc1 (configuration not stated)	-5%	i	-38%[inhibitor]	8	.	6%	4%	-3%	?

The list continues.
SMILES	aSyn yeast inh	Akt phos inh	PTHR1 ag	D3 antag	FUS suppressor	Abeta rescue	TDP-43 yeast inh	GLP1R ag	GLP1R inv ag
COc1cccc(NC(=O)CN(C)C(=O)CCCc2nc3ccccc3c(=O)[nH]2)c1	2%	i	i	22	12%	0%	10%	-4%	9%
O=C(NCCS(=O)(=O)N1CCN(Cc2ccccc2)CC1)c1ccccc1	3%	i	i	5	12%	-2%	-16%	10%	-3%
Cn1nc(C(=O)N2CCN(c3ccc(F)cc3)CC2)c2c1-c1ccccc1SC2	.	.	27%	.	16%	-7%	-12%	.	98%[activator]
O=C(NNC(=O)c1cc(-c2ccc(Cl)cc2)nc2ccccc12)c1csc(N2CCOCC2)n1	1%	i	i	0	?	4%	0%	7%	-27%
CCOc1ccc(N(CC(=O)NC(C)(C)C)S(=O)(=O)c2c(C)noc2C)cc1	0%	i	i	14	6%	16%	24%	0%	?
COc1ccc(C(O)c2nc(-c3cc4ccccc4o3)cs2)cc1 (configuration not stated)	?	i	-38%[inhibitor]	29	-12%	11%	24%	24%	-21%
O=C(Nc1ccc(Br)cn1)c1coc(=O)c(Br)c1	3%	i	i	13	28%	-7%	-5%	1%	35%[activator]
COc1ccc(CNC(=O)CCCc2ccccc2)cc1	7%	i	-51%[inhibitor]	-4	.	-9%	16%	-1%	8%
Cc1ccc(NC(=O)Cn2cc(S(=O)(=O)N3CCCC3)c(S(=O)(=O)N3CCCC3)c2)c(C)c1	.	.	i	.	8%	2%	16%	.	9%
CCC(=O)Nc1nc(OC)cc(OC)n1	2%	i	-4%[57.5 µM]	0	1%	-9%	-14%	5%	-4%
Cc1cccc(CC(=O)N2CCN=C2SCc2ccc([N+](=O)[O-])cc2)c1	-9%	i	0%	2	9%	5%	11%	-16%	?
COC(=O)C(O)(NC(=O)c1ccncc1)C(F)(F)F (configuration not stated)	0%	i	-25%	-14	-16%	-2%	-21%	0%	16%
C=CCOc1ccccc1CNc1cccc(F)c1	6%	i	i	8	?	20%	-9%	4%	?
CCN=C1S/C(=C\c2cc(OCC)c(O)cc2Br)C(=O)N1CC	0%	i	-6%	24	-8%	12%	0%	?	?
COc1cc(F)ccc1-c1cc(C(=O)NCc2ccc(F)cc2)[nH]n1	1%	i	-5%	?	5%	9%	27%	6%	-8%
CCOc1ccccc1NC(=O)C(OC(=O)c1ccccc1O)c1ccccc1 (configuration not stated)	2%	i	i	29	.	9%	13%	1%	?
CCCCNc1c(-c2ccc(SC3CCCCC3)c(OC)c2)nc2ccc(Cl)cn12	-22%	i	i	1	22%	13%	?	10%	?
FC(F)(F)c1cccnc1-n1cncn1	9%	i	i	26	-5%	10%	16%	0%	-9%
c1ccc(CSc2nnc(C3CCNCC3)o2)cc1	.	.	i	.	-6%	-3%	14%[9.22 µM]	.	6%
Cc1ccccc1NC(=O)c1ccc2c(c1)C(=O)N(CCC(C)C)C2=O	-2%	i	-2%	0	-9%	?	3%	5%	4%
CCn1c2ccccc2c2nnc(SCC(=O)OCN3C(=O)c4ccccc4C3=O)nc21	1%	.	-2%[57.5 µM]	58	-26%	-3%	0%	-5%	6%
COc1ccc(C2CC(=O)c3c(C)nc(N4CCN(C=O)CC4)nc3C2)c(OC)c1 (configuration not stated)	4%	.	i	.	6%	-33%	21%	23%	-14%
Cc1ccc(CN(CC(=O)NC2CCCC2)C(=O)c2csnn2)cc1	-1%	i	4%	-11	3%	-7%	-9%	0%	15%
O=C1CN(S(=O)(=O)c2ccc(Cl)cc2C(F)(F)F)CCN1	-9%	i	i	6	-2%	-4%	6%	1%	30%

Entries above containing two or more sulfur atoms:
SMILES	aSyn yeast inh	Akt phos inh	PTHR1 ag	D3 antag	FUS suppressor	Abeta rescue	TDP-43 yeast inh	GLP1R ag	GLP1R inv ag
N#C/C(=N\Nc1ccc(S(=O)(=O)N2CCCCC2)cc1)C(N)=S	-14%	i	-19%	15	21%	-11%	-3%	0%	?
C[C@H]1CN([C@@H](C)CO)S(=O)(=O)c2ccc(Br)cc2O[C@@H]1CN(C)S(=O)(=O)c1ccccc1F	-1%	i	-5%	-2	-13%	-20%	-6%	-3%	18%
CCN(CC)S(=O)(=O)c1ccc(C)c(NC(=O)CSc2nc3ccc(C)cc3[nH]2)c1	1%	i	-43%[inhibitor]	7	.	14%	1%	22%	?
COc1ccc(CCNS(=O)(=O)c2c(C)nc3scc(C)n3c2=O)cc1OC	0%	i	i	7	-9%	8%	-4%	13%	14%
O=C(NCc1ccc(Cl)cc1)c1cc2c(nc3sccn32)s1	3%	i	-9%[57.5 µM]	?	?	-6%	-4%	-2%	-3%
CCCCN(Cc1cccs1)S(=O)(=O)c1cc(-c2cc(C)no2)ccc1C	.	.	i	.	29%	0%	5%	.	?
Cc1cc(C)c(S(=O)(=O)N(C2=NCCS2)S(=O)(=O)c2c(C)cc(C)cc2C)c(C)c1	1%	i	i	16	-9%	8%	8%	-5%	-3%
CCC(C)NS(=O)(=O)c1ccc(S(=O)(=O)N2CC=C(c3ccc(F)cc3)CC2)cc1 (configuration not stated)	-5%	i	-38%[inhibitor]	8	.	6%	4%	-3%	?
Cc1ccc(NC(=O)Cn2cc(S(=O)(=O)N3CCCC3)c(S(=O)(=O)N3CCCC3)c2)c(C)c1	.	.	i	.	8%	2%	16%	.	9%
